Compound activity: PubChem, National Center for Advancing Translational Sciences (NCATS)
ALOX15 inhib: 15-hLO (ALOX15) enzyme inhibition. P16050. purified 15hLO-1, xylenol orange hydroperoxide absorbance. Potency, µM (top dose mostly 57.1 µM), inactives show at the top dose activity change, negative = inhibition, hits mostly inhibitors. hit rate 1.4% among 74,000. AID 887; note: potency is the fitted concentration of half-maximal effect; % is set by controls: 0 for no effect and ±100 for the full control effect; nearly all actives have a fitted effect of over 55% in size
Target sequence (P16050 whole entry, looked up): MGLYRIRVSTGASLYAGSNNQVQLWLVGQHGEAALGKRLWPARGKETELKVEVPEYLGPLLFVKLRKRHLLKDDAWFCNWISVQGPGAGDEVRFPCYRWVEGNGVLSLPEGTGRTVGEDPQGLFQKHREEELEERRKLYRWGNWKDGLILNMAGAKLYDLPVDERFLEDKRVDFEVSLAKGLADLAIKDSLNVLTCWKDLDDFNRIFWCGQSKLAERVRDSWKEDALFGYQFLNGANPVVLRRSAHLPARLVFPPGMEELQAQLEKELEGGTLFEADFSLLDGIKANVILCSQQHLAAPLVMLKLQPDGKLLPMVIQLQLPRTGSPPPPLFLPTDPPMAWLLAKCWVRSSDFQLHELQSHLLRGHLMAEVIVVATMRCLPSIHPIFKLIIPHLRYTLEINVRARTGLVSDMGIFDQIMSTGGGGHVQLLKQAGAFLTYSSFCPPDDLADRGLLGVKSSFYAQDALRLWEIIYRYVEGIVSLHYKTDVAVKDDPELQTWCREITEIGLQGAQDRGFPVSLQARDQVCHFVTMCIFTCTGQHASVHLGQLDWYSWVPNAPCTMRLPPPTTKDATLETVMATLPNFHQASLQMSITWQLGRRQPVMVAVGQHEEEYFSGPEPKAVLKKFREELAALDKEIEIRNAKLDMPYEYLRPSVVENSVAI
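Hydroperoxide formed from arachidonic acid (50 uM) by purified human 15hLO-1 (40 nM) oxidizes ferrous iron, and the ferric-xylenol orange complex is read at 573 versus 405 nm. Compounds were preincubated 15 min; reaction ran 6 min at room temperature.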
UbGFP stabilizer: ubiquitin-GFP accumulation via proteasome inhibition; Ubiquitin-GFP reporter cells, proteasome inhibition, GFP fluorescence; response scale: untreated = 0%, 10 µM MG-132 = 100%; Potency, µM (doses to about 45.9 µM), without a hit: at the highest dose activation (GFP accumulation), most hits filed as activators; 67,000 tested, under 10 active; active = well fitted activation curve with a large enough effect, not every such curve was filed as active; inconclusive = small, poorly fitted or top-dose-only effect, or another doubt; inactive = no such curve, though single readings can be large or run the other way; note: potency is the fitted concentration of half-maximal effect
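Proteasome block read as GFP accumulation: ubiquitin(G76V)-GFP U2OS cells exposed to compound (2.9 nM–46 uM) for 4 hr at 37 C. Normalization used untreated cells as 0% and 10 uM MG-132 as 100%; concentration-response curves fitted.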
Rhodamine fluor: compound fluoresces in the rhodamine spectral region; hit rate 0.05% among 59,000; max dye-equivalent concentration, M; AID 594; Rhodamine-region fluorescence, 547/598 nm, Tris buffer; stronger effect = higher value; in the data active = max dye-equivalent concentration above about 11 nM; inconclusive = between about 1.1 nM and that limit
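Compound fluorescence in 100 mM Tris, pH 8.0, read after 15 min at room temperature with 547 nm excitation and 598 nm emission. Output is dye-equivalent concentration from an on-plate rhodamine standard series.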
GFP derepression: epigenetic modulators derepressing GFP locus in mouse cells; mouse C127i GFP locus derepression, cytometry, 30 h; Potency, µM (series often up to 46.1 µM), for the others: top-dose GFP derepression (activation); hit rate 0.09% among 68,000; AID 597; note: % of control where 0% means no effect
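Murine C127i mammary cells carrying a silenced, stably integrated CMV-driven GFP reporter were treated with compound for 30 hours at 37 C. After PBS washes, GFP-positive cells were counted by laser-scanning microplate cytometry.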
TexasRed autofl: compounds fluorescent in Texas Red spectral region. Compound fluorescence, Texas Red channel, 547/618 nm; stronger effect = higher value. max dye-equivalent concentration, M. hit rate 0.06% among 59,000. AID 587; in the data active = max dye-equivalent concentration above about 10 nM; inconclusive = between about 1.1 nM and that limit
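Texas Red-region profiling: compounds in 100 mM Tris pH 8.0 were read at 547/618 nm after 15 min at room temperature. Intensities were normalized against a six-point Texas Red standard series to give dye-equivalent concentration.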
4-MU autofl: compound fluoresces in the 4-MU spectral region; compound autofluorescence, 340/450 nm, 4-MU equivalents; stronger effect = higher value; max dye-equivalent concentration, M; hit rate 11% among 59,000; in the data active = max dye-equivalent concentration above about 10 nM; inconclusive = mostly about 1.1 nM to 9.6 nM
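Intrinsic fluorescence at 340/450 nm (ex/em) was read after 15 min at room temperature in pH 8.0, 100 mM Tris. Each compound concentration expressed as 4-MU-equivalent concentration from a six-point 4-MU standard series on each plate.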
DNA Pol III inh: blocks replication by bacterial DNA polymerase III holoenzyme. Potency, µM (highest dose often 57.1 µM), for the others: at the top dose activity change, negative = inhibition. AID 603. reconstituted DNA polymerase III holoenzyme replication, biochemical. hit rate 0.25% among 71,000; note: potency is the fitted concentration of half-maximal effect; % is set by controls: 0 for no effect and ±100 for the full control effect
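Reconstituted *E. coli* holoenzyme (0.35 nM Pol III, 1 nM beta, 154 nM SSB, 2 nM primase) was preincubated with compound for 15 min at RT. Synthesis on 1.4 nM ssM13Gori ran 35 min, then was stopped with PicoGreen/EDTA and read as dsDNA fluorescence.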
HADH2 inhib: blocks human hydroxyacyl-CoA dehydrogenase type II. AID 886. hit rate 3.4% among 73,000. Q99714. recombinant HADH2, NADH fluorescence, beta-hydroxybutyryl-CoA. Potency, µM (highest dose often 57.1 µM), for the others: top-dose activity change, negative = inhibition, most hits filed as inhibitors; note: potency is the fitted concentration of half-maximal effect; % is set by controls: 0 for no effect and ±100 for the full control effect; nearly all actives have a fitted effect of over 60% in size; many of its hits are not listed in these tables
Target sequence (Q99714 whole entry, looked up, one chain of several): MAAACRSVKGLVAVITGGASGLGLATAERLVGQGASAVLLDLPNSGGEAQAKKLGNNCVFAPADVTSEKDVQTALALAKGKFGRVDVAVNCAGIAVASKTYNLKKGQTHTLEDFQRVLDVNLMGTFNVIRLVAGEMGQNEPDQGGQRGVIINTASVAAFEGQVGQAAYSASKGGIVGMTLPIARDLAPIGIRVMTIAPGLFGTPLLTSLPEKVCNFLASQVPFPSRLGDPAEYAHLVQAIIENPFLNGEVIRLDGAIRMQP
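Buffer 100 mM Tris-HCl pH 9.0/0.01% Tween-20; HADH2 20 nM; NAD+ 1 mM; beta-hydroxybutyryl-CoA 90 uM (all final). 15 min cpd preincubation, RT.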
Fluorescein autfl: fluorescein region autofluorescence | Compound autofluorescence, 480/540 nm, fluorescein-equivalent; stronger effect = higher value | max fluorescein-equivalent concentration, M | hit rate 0.91% among 59,000; in the data active = max fluorescein-equivalent concentration above about 10 nM; inconclusive = between about 1.1 nM and that limit
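Tris 100 mM pH 8.0; 15 min RT; CCD read, ex 480/em 540 nm. Output: fluorescein-equivalent concentration per compound concentration, from six-point dye series on each plate.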
Hsp90 Hop PPI: changes Hsp90-Hop TPR2A binding signal, up or down; hit rate 0.44% among 71,000; Potency, µM (highest dose often 57 µM), inactives show at the top dose activity change, negative = inhibition; AlphaScreen TPR2A-His6 binding biotin-Hsp90 C-terminal peptide; active = well fitted curve in either direction with a large enough effect; inconclusive = small, poorly fitted or top-dose-only effect, or another doubt; note: potency is the fitted concentration of half-maximal effect; % is set by controls: 0 for no effect and ±100 for the full control effect; many of its hits are not listed in these tables
HBB splicing: hemoglobin beta splicing modulation | HBB splicing reporter cell assay, activation; EGFP reporter with mutant IVS2-654 intron; response scale: normalised to 500 nM splice-correcting PNA | AID 925 | hit rate 0.06% among 65,000 | Potency, µM (highest dose often 46.1 µM), for inactives: at the top dose activation, hits mostly activators; note: potency is the fitted concentration of half-maximal effect; 0% is about no effect
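Compounds were applied for 2 days to HeLa EGFP-654 cells, 500/well in Optimem with 2% FCS. The reporter's EGFP is disrupted by mis-splicing of beta-globin intron IVS2-654. Readout: summed well GFP fluorescence from 488 nm laser scanning; reference was 500 nM antisense […] 654 PNA.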
The depositor's hits bear a star; i = inactive; ? = inconclusive; nt = no result given; [ ] = dose if it differs, or a comment. Unless noted, calls come from the whole dose curve; as a rule, active = well fitted curve in the direction sought with a large enough effect; inconclusive = small, poorly fitted or top-dose-only effect, or another doubt; inactive = no such curve, though single readings can be large; an effect the other way counts as inactive or inconclusive. A portion of the library; count on the stated rates, not on these rows.

SMILES	ALOX15 inhib	UbGFP stabilizer	Rhodamine fluor	GFP derepression	TexasRed autofl	4-MU autofl	DNA Pol III inh	HADH2 inhib	Fluorescein autfl	Hsp90 Hop PPI	HBB splicing
CC1CN(C(=O)N[C@@H](Cc2ccccc2)C(=O)O)CC(C)O1 (stereo partly specified)	4%	-4%	i	-2%	i	i	2%	1%	?	-4%	-1.9%[57.5 µM]
O=C(O)CCCn1nc(-c2ccccc2)c2ccccc21	1%	10%	nt	nt	nt	nt	-19%	-10%	nt	0%	-0.6%
CCCC(N)CCCCCC(=O)O (stereo unspecified)	-8%	4%	nt	0%	nt	nt	1%	-16%	nt	?	-0.2%[9.22 µM]
O=C(CCNC(=O)Cn1ccc2ccccc2c1=O)NCCN1CCN(c2ccccc2F)CC1	11%	0%	i	1%	i	i	-10%	5%	i	?	0.3%
Cc1ncn(C23CC4CC(CC(O)(C4)C2)C3)n1	8%	-9%	i	4%	i	i	-3%	6%	i	-3%	-0.3%
c1ccc2c(c1)[nH]c1c(N3CCC4(CC3)OCCO4)ncnc12	nt	nt	i	-2%[20.6 µM]	i	1.1e-08M*	nt	nt	?	nt	nt
COc1ccc(CNC(=O)c2cnc3n(c2=O)CCS3)cc1	1%	8%	nt	nt	nt	nt	-6%	-10%	nt	0%	-0.8%
O=C(O)c1ccc(N2CCCC2=O)cc1	14%	1%	i	-1%	?	i	-9%	1%	i	-1%	0.1%[57.5 µM]
C=CCn1c(=O)/c(=C/c2ccc(C)o2)s/c1=C(/C#N)C(=O)c1ccccc1	16µM*	6%	i	9%	i	i	-1%	?	9.9e-08M*	?	20%[57.5 µM]
Cc1cc(C)n(-c2ccc(C(=O)NCc3ccc4c(c3)OCO4)cc2)n1	-4%	2%	i	5%	?	?	-4%	9%	i	-1%	-2.4%
O=C(CCCN1CCN(c2ccccn2)CC1)c1ccc(F)cc1	-2%	5%[20.5 µM]	i	-2%[20.6 µM]	i	?	1%[25.6 µM]	9%[25.6 µM]	?	-2%[26 µM]	-3.5%[20.6 µM]
CC(=O)NCCn1c(SCC(=O)c2ccccc2)nc2ccccc2c1=O	0%	0%	i	-3%	i	i	-7%	-16%	i	-3%	-1.8%
CCOC(=O)c1c(-c2ccccc2)csc1NC(=O)CSc1nnnn1C	-7%	-4%	i	4%	i	i	-6%	12%	i	?	0.3%
Clc1ccc(-n2nnnc2SCc2c(-c3ccccc3)nc3sccn23)cc1	-6%	-2%	i	-1%	i	i	-4%	-2%	i	5%	-0.1%[57.5 µM]
COc1cc(CC(=O)OC2CCOC2=O)cc(OC)c1OC (stereo unspecified)	-3%	-11%	i	2%	i	i	-2%	2%	i	-3%	-2.9%

Records listed so far that bear a hit mark in Fluorescein autfl:
Compound	ALOX15 inhib	Rhodamine fluor	GFP derepression	4-MU autofl	DNA Pol III inh	HADH2 inhib	Fluorescein autfl	Hsp90 Hop PPI
C=CCn1c(=O)/c(=C/c2ccc(C)o2)s/c1=C(/C#N)C(=O)c1ccccc1	16µM*	i	9%	i	-1%	?	9.9e-08M*	?

Next structures.
SMILES	ALOX15 inhib	UbGFP stabilizer	Rhodamine fluor	GFP derepression	TexasRed autofl	4-MU autofl	DNA Pol III inh	HADH2 inhib	Fluorescein autfl	Hsp90 Hop PPI	HBB splicing
CN1CCN(C(=O)C2(NC(=O)Nc3cccc(F)c3)CCCCC2)CC1	10%	0%	i	0%	i	i	1%	-4%	i	-1%	0.2%[57.5 µM]
COc1cc(OC)c(NC(=O)c2c(-c3ccccc3)noc2C)cc1Cl	2%	2%	i	0%	i	i	-2%	?	i	-5%	1.2%
Cc1nn(-c2ccccc2)c2sc(C(=O)OCn3nnc4ccccc4c3=O)cc12	-2%	-5%	i	-1%	?	i	0%	6%	i	-2%	0.0%[57.5 µM]
COc1cccc(C(=O)N2CCN(Cc3ccccc3C(F)(F)F)CC2)c1	-12%	3%	i	1%	i	i	-7%	-3%	i	-1%	nt
CCOC(=O)c1c(C)noc1CP(=O)(c1ccccc1)c1ccccc1	9%	-3%	i	0%	i	i	-6%	10%	i	0%	0.4%[57.5 µM]
CCCS(=O)(=O)N1CCC(C(=O)NCC2CCCO2)CC1 (stereo unspecified)	11%	21%	i	-1%	i	i	-1%	7%	?	2%	-3.1%
Cn1c(=O)c2c(nc(N3CCCCCC3)n2Cc2cccc3ccccc23)n(C)c1=O	-11%	0%	i	0%	i	i	-8%	-5%	i	0%	-0.2%[57.5 µM]
COCCCNC(=O)CCCC(=O)NCCCOC	8%	8%	i	2%	i	i	2%	2%	i	-2%	0.5%
COc1cc(C)nc(Nc2nc(C)c(C(C)=O)s2)n1	nt	nt	i	4%[20.6 µM]	i	i	nt	nt	i	nt	nt
CCN(C(=O)CSc1nncs1)c1c(N)n(Cc2ccccc2)c(=O)[nH]c1=O	6%	-2%	i	0%	i	?	0%	-17%	i	-3%	1.8%
COc1ccccc1NCCC(=O)OCC(=O)Nc1ccc(Cl)cn1	-17%	2%	i	0%	i	i	-4%	2%	?	-7%	-2.2%
Cc1cc(NC(=O)COC(=O)c2cccc(S(=O)(=O)N3CCOCC3)c2)no1	2%	-4%	i	1%	i	i	0%	8%	?	-1%	-0.6%[57.5 µM]
COC(=O)c1ccc(C2C(C(=O)c3cc4ccccc4o3)=C(O)C(=O)N2CCCN(C)C)cc1 (stereo unspecified)	nt	nt	i	3%[20.6 µM]	i	i	nt	nt	i	nt	nt
O=C(c1cccs1)N(CC1CCCO1)c1nc(-c2ccccc2)cs1 (stereo unspecified)	-6%	1%	i	8%	?	i	-3%	?	i	?	0.9%[57.5 µM]
CCC(CC)COC(=O)C(C#N)c1nc2ccccc2nc1N1CCN(CC)CC1 (stereo unspecified)	?	-4%	i	3%	i	1.8e-08M*	-2%	-5%	?	-16%	3.7%[1.84 µM]
CCCCOC(=O)Cc1c(O)c2ccccc2[nH]c1=O	1%	-10%	nt	-2%	nt	nt	-3%	?	nt	-3%	-3.0%
O=C(CN(Cc1ccco1)C(=O)CNS(=O)(=O)c1ccc(F)cc1)NCCc1ccccc1	-21%	-4%	i	1%	i	i	3%	13%	?	-2%	nt
COc1ccc(C(NC(C)=O)c2ccc3cccnc3c2O)c(OC)c1 (stereo unspecified)	30%	-3%	nt	13µM*	nt	nt	-4%	1%	nt	16µM*	-2.0%
COc1ccc(CC(=O)N(Cc2cc3cc(OC)ccc3[nH]c2=O)C(C)C)cc1	-3%	3%	i	2%	?	2.2e-07M*	3%	-14%	i	-10%	-7.3%[0.369 µM]
CC(=O)Nc1cccc(Cn2cccn2)c1	1%	-2%	i	3%	?	i	-11%	2%	i	-2%	-1.0%
CCOC(=O)c1sc(-c2ccccc2)cc1NC(=O)CSc1nnnn1C	-6%	-6%	i	-4%	i	1.3e-08M*	2%	?	i	13%	3.4%
O=C(c1nc2n(n1)C(c1ccc(Cl)cc1)C=C(c1ccccc1)N2)N1CCOCC1 (stereo unspecified)	-12%	-6%	i	2%	?	1.8e-08M*	-10%	-3%	?	-2%	1.0%
O=C(O)CCCC(=O)NCCc1ccncc1	9%	2%	i	3%	i	i	-4%	-1%	i	-1%	0.0%[57.5 µM]
O=C(Nc1ccccc1N1CCCC1)c1cccnc1	-5%	4%	i	4%	i	i	-5%	-8%	i	-9%	0.0%
Cc1ccc(OCCn2c(=O)cnc3ccccc32)cc1	-1%	-4%	i	-1%	i	6e-08M*	5%	0%	?	2%	0.0%[57.5 µM]
COc1cc(S(=O)(=O)N2CCN(Cc3ccc4c(c3)OCO4)CC2)c(C)cc1C	-18%	0%	nt	nt	nt	nt	0%	-3%	nt	8%	-1.0%
O=C(CCn1c(=O)c2ccccc2n(CC(=O)NCCC2=CCCCC2)c1=O)NCc1ccco1	-14%	-6%	i	0%	i	i	-1%	6%	?	1%	-0.8%
CCOC(=O)N1CCN(S(=O)(=O)c2ccc(C(=O)Nc3ccc(F)cc3F)cc2)CC1	9%	6%	i	0%	i	i	7%	15%	i	6%	-0.3%
Cc1ccccc1Cn1c(=N)n(CC(O)c2ccco2)c2ccccc21 (stereo unspecified)	5%	-1%	i	0%	i	i	-8%	-10%	i	-5%	-0.6%
COC(=O)c1ccc(=O)n(Cc2ccc3c(c2)OCO3)c1	nt	nt	i	-4%[20.6 µM]	i	i	nt	nt	?	nt	nt
NCC(=O)Nc1ccccc1	2%[11.4 µM]	-8%[9.17 µM]	i	-2%[9.22 µM]	i	i	-4%[11.4 µM]	-1%[11.4 µM]	i	-2%[11 µM]	2.2%[9.22 µM]
COc1ccccc1C1C(C(C)=O)=C(O)C(=O)N1CCc1ccccc1 (stereo unspecified)	83%[activator][11.4 µM]	-14%[9.17 µM]	nt	4%	nt	nt	-11%[11.4 µM]	-20%[11.4 µM]	nt	-2%[11 µM]	-2.2%[0.0738 µM]
